H9c2 TAG inh: inhibitors of triacylglycerol accumulation, primary screen, cell-based, uHTS, fluorescence, H9c2. H9c2 cells, Nile Red lipid (TAG) fluorescence; cells loaded with 200 µM oleic acid. inhibition, % at 12.5 µM. hit rate 0.66% among 230,000;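 active = pattern-corrected inhibition of lipid staining of at least 50% with the nuclear-stain viability signal not falling by more than 50%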;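 also: 0% = DMSO wells and 100% = triacsin C control wells; some results filed as inactive read as strong as hits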
H9c2 TAG inh DAPI viability: second read-out of H9c2 TAG inh, no call of its own (marks repeat the call); DAPI nuclei signal change (viability), lower = more cytotoxic, %;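 whole-well DAPI fluorescence read on a plate reader as a viability signal; minus 50 percent equals half of cells still viable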
An asterisk follows results filed as active. Not all compounds are listed; count on the stated rates, not on these rows.

SMILES | H9c2 TAG inh | H9c2 TAG inh DAPI viability
O=C(CCN1CCOCC1)NNC(=S)NC(=O)c1ccc(Br)cc1 | 6 | 3
Cc1cccc(C(=O)NCC(=O)OCC(=O)c2cc(C)n(CC3CCCO3)c2C)c1 (configuration not stated) | -2 | 7
CCOCCCn1c(SCC(=O)Nc2ccc3[nH]c(=O)[nH]c3c2)nc2ccccc2c1=O | -1 | 7
CC(C)(C)C(=O)NCCc1nc2ccccc2n1CC(=O)c1ccccc1 | -3 | -9
COc1ccc2c(c1)C=C(CN1CCN(C(C)C)C(CCO)C1)CO2 (configuration not stated) | 1 | 0
CC(Sc1nnc2ccccn12)C(N)=O (configuration not stated) | 0 | -2
CCN(Cc1ccccc1)C(=O)COC(=O)c1cc(Cl)nc(Cl)c1 | 10 | -5
CC(C)NC(=O)C1CCN(C2CCN(Cc3ccc4cccc(F)c4n3)CC2)CC1 | 3 | -7
O=C(CSc1nc(=O)n(CCCN2CCOCC2)c2c1CCC2)Nc1ccccc1F | 0 | 2
CCC1=NN2C(=N)/C(=C\c3ccc(SCc4ccco4)o3)C(=O)N=C2S1 | -18 | -4
Cc1c(N(C(=O)Nc2ccccc2)C2=NCC(C)S2)c(=O)n(-c2ccccc2)n1C (configuration not stated) | 11 | -4
Cn1c(Cn2c(C(F)(F)F)nc3ccccc32)nc2ccccc21 | -4 | 1
O=C(CSCc1ccccc1)Nc1ccc2c(c1)OCO2 | -7 | -6
Cc1ccc(S(=O)(=O)NC(=O)NCc2ccco2)cc1 | -10 | 10
COCCCn1nnnc1SCC(=O)Nc1nc(C)c(C)s1 | 16 | -4
Cc1cc(C)cc(NC2=CC(=O)CC(c3ccco3)C2)c1 (configuration not stated) | 1 | 10
C/C=C/C1=CC(=O)C[C@H](c2ccc(Cl)cc2)C1 | 7 | 2
NS(=O)(=O)c1ccc(NC(=S)NCc2ccccc2)cc1 | -1 | 1
Cc1ncc(CN2CCN(C3CCCC3)C(CCO)C2)s1 (configuration not stated) | -4 | -3
Cc1cccc(C)c1NC(=O)CN(C)C(=O)c1cccc(NS(=O)(=O)c2ccccc2)c1 | -6 | 6

Some of the entries so far, with tabs.
mol	H9c2 TAG inh	H9c2 TAG inh DAPI viability
C/C=C/C1=CC(=O)C[C@H](c2ccc(Cl)cc2)C1	7	2
O=C(CSCc1ccccc1)Nc1ccc2c(c1)OCO2	-7	-6
COc1ccc2c(c1)C=C(CN1CCN(C(C)C)C(CCO)C1)CO2 (configuration not stated)	1	0

The list goes on:
SMILES | H9c2 TAG inh | H9c2 TAG inh DAPI viability
Cc1c(CCNC=O)cc(C)c2c3c(oc12)CCCC3 | -2 | 0
COc1ccc(NC(=O)CNC(=O)c2cccs2)cc1Cl | -9 | -2
CCOC(=O)COc1nc(N(C)C)nc(N(C)C)n1 | -2 | -4
O=C1c2ccccc2C(=O)C1c1ccc(Cl)cc1 | 29 | -1
Cc1ccc(C)c(NC(=O)/C(C#N)=C/c2ccc[nH]2)c1 | -4 | -6
C=CCn1c(NC(=O)c2ccccc2Cl)c(C#N)c2nc3ccccc3nc21 | 24 | -9
Cc1cc2cc(CNC(=O)c3ccc(S(=O)(=O)N4CCOCC4)cc3)ccc2n1C | 13 | 4
NC(=O)CSc1nnc(-c2ccc([N+](=O)[O-])cc2)o1 | -14 | 0
Cc1cc(/C=C(/C#N)c2nc3ccccc3[nH]2)c(C)n1-c1cccc([N+](=O)[O-])c1 | 42 | -7
Cc1cccc(Nc2c(F)c(F)c(F)c(F)c2C(=O)O)c1 | -7 | 8
N#CCc1nc2ccc(S(=O)(=O)N3CCOCC3)cc2s1 | 3 | 1
COc1ccc(NC(=O)CN2C(=O)NC3(CCCCC3C)C2=O)cc1S(=O)(=O)N1CCOCC1 (configuration not stated) | -7 | 1
COc1cc(OC)cc(C(=O)NCC(=O)OCc2cc(=O)oc3cc(OC)ccc23)c1 | 7 | 5
COc1ccc(N/C=C/C(=O)c2ccc(C)cc2)c([N+](=O)[O-])c1 | -8 | -4
CCCn1nnnc1SCC(=O)NCc1cccs1 | 4 | -11
COc1cc(NC(=O)COC(=O)c2cc(S(=O)(=O)N3CCOCC3)ccc2F)cc(OC)c1 | -1 | 15
CCC(C)Nc1nnc(SCC(=O)c2c(N)n(C3CC3)c(=O)[nH]c2=O)s1 (configuration not stated) | 1 | 1
CC(=O)N(c1ccc2oc(=O)sc2c1)S(=O)(=O)c1ccccc1 | 0 | 7
Cn1c(=O)n(CCc2ccccc2)c(=O)c2c1nc1n2CCN1Cc1ccco1 | 10 | 6
COc1ccccc1C1C(C(=O)c2cc3ccccc3o2)=C(O)C(=O)N1CCN(C)C (configuration not stated) | -2 | 4

Retrieved by compound from above:
SMILES | H9c2 TAG inh | H9c2 TAG inh DAPI viability
COc1ccccc1C1C(C(=O)c2cc3ccccc3o2)=C(O)C(=O)N1CCN(C)C (configuration not stated) | -2 | 4
Cc1cc(C)cc(NC2=CC(=O)CC(c3ccco3)C2)c1 (configuration not stated) | 1 | 10
Cn1c(Cn2c(C(F)(F)F)nc3ccccc32)nc2ccccc21 | -4 | 1
Cc1cc2cc(CNC(=O)c3ccc(S(=O)(=O)N4CCOCC4)cc3)ccc2n1C | 13 | 4

Complete entries, quoted from the list.
CC(=O)N(c1ccc2oc(=O)sc2c1)S(=O)(=O)c1ccccc1 in the list: H9c2 TAG inh = 0; H9c2 TAG inh DAPI viability = 7
Cc1c(CCNC=O)cc(C)c2c3c(oc12)CCCC3 in the list: H9c2 TAG inh = -2; H9c2 TAG inh DAPI viability = 0

Additional entries
SMILES | H9c2 TAG inh | H9c2 TAG inh DAPI viability
CNC(=O)C(=O)NCC1OCCN1S(=O)(=O)c1ccc(OC)c(OC)c1 (configuration not stated) | -22 | 5
CC(Cl)C(=O)Nc1ccccc1C#N (configuration not stated) | -1 | 0
CCN(C(=O)COC(=O)COc1ccc(Cl)c(C)c1)C1CCS(=O)(=O)C1 (configuration not stated) | -1 | 2
COc1ccccc1N(CC(=O)Nc1cc(C)on1)S(=O)(=O)c1cccc(C(F)(F)F)c1 | -19 | -7
CCc1nc2ccc(C(=O)N(CC)CCN(C)C)cn2c1N(CC)C(=O)NCCc1ccccc1 | -7 | 12
CC(=O)Nc1nc(-c2cccs2)cs1 | 12 | -3
O=C(Nc1ccccc1C(=O)N1CCN(CCO)CC1)c1cccc([N+](=O)[O-])c1 | 5 | 2
Cn1c(=O)oc2cc(S(=O)(=O)N3CCCC(C(=O)NCC4COc5ccccc5O4)C3)ccc21 (configuration not stated) | 0 | 0
OC(c1cc(F)cc(Cl)c1)c1ncc(-c2ccc3ccccc3c2)[nH]1 (configuration not stated) | -18 | 12
O=c1c2ccccc2nc(SCc2ccccc2Cl)n1Cc1ccccc1 | 27 | -8
Cc1ccccc1OCc1nc(-c2ccccc2)no1 | -18 | -1
CCc1cccc(NC(=O)CSCc2nc3sc(C)c(C)c3c(=O)[nH]2)c1 | -13 | 0
Cc1cc(C(=O)N/N=C/c2c(C)[nH]c3ccccc23)n[nH]1 | 8 | -2
CCC(=O)Nc1cccc(C2=NOC3(C2)C[C@@H](C(N)=O)N(C(=O)C(c2ccccc2)c2ccccc2)C3)c1 (some centres not stated) | 10 | 2
O=C(CN1CCOCC1)N/N=C/c1ccccc1 | -8 | 5
O=S1(=O)N=C(c2ccccc2)C=C(c2ccccc2)N1 | 7 | -3
CCCCc1ccc(NC(=S)NCc2ccccc2OC)cc1 | 8 | -6
CN1C(=O)[C@H]2[C@@H](/C=C/c3ccccc3)N3C(=O)CN(Cc4ccccc4)C(=O)[C@@]3(C)[C@H]2C1=O | -32 | 1
COc1ccc(S(=O)(=O)Nc2cccc(-c3ccc4nncn4n3)c2)cc1F | 29 | -9
CS(=O)(=O)c1ccc(Nc2nc(C(N)Cc3ccccc3)cs2)cc1 (configuration not stated) | 17 | 0
Cc1cc(C)c(CN2CCC(CO)(CCOc3ccccc3)CC2)cc1C | -23 | 22
CC1(C)CC(=O)C=C(NCCc2ccccc2)C1 | -3 | -4
O=C(CSc1nc2c(sc3ccccc32)c(=O)n1CCCN1CCCC1)NCC1CCCO1 (configuration not stated) | 24 | -2
Cc1cc(C)n2c(SCC(=O)N3CCN(S(=O)(=O)c4ccc(Cl)cc4)CC3)nnc2n1 | -9 | 5
CNS(=O)(=O)c1cccc(C(=O)OCCCC(=O)c2ccccc2)c1 | -40 | 2
c1ccc2c(CCc3ccncc3)cccc2c1 | 11 | 6
CCOC(=O)C(=Cc1cc(=O)c(OC)co1)C(=O)OCC | 92 | -73
O=C(Nc1ncc2c(n1)-c1ccccc1CC2)c1ccc(F)cc1 | -12 | 13
COc1cc(C2N3CC4(C)CN2CC(C)(C3)C4)ccc1O (configuration not stated) | -8 | 12
COc1ccc(C(=O)NC(=S)N2CCOCC2)cc1[N+](=O)[O-] | 8 | 5
COc1cc(C(=O)N(C)CC2CCN(CCc3cccc(C(F)(F)F)c3)CC2)ccc1C | 12 | -3
CCCNC(=O)C1(C)CCN1C(=O)Cc1ccc(-c2ccccc2)cc1 (configuration not stated) | 37 | -41
Cc1cccc(NS(=O)(=O)c2ccc(C)c(C(N)=O)c2)c1 | -33 | 13
O=C(NCc1ccccc1Cl)C(=O)NCC(c1ccco1)N1CCOCC1 (configuration not stated) | -1 | -1
CCN(CC)C(=O)CSc1nnc(COc2ccc(OC)cc2)n1N | -3 | 7
O=C(c1ccc2nc[nH]c2c1)N1CCN(S(=O)(=O)c2cccc(F)c2)CC1 | 5 | -10
CCCC(=O)N(C1CC(C)C(C#N)(C#N)C1(C#N)C#N)N(C)C (configuration not stated) | 68 | -67
O=C1COc2ccc(C(=O)COC(=O)c3cccnc3Cl)cc2N1 | 2 | -7
C[C@H](CO)N1C[C@H](C)[C@H](CN(C)C(=O)c2ccncc2)OCc2cnnn2CCCC1=O | 9 | 4
COc1ccc(NC(=O)CSc2nc(-c3ccncc3)nn2CC(=O)N2CCCC2)cc1 | 8 | 7
CCOC(=O)C1(C)CCN1C(=O)c1cc(F)ccc1C (configuration not stated) | -1 | 9
COc1cc(/C=C/C(=O)c2ccc(NS(=O)(=O)c3ccc(C)cc3)cc2)cc(OC)c1O | 5 | 17
CCOc1c(N2CC(C)OC(C)C2)c(=O)c1=O (configuration not stated) | 4 | 6
COc1ccccc1NCCC(=O)OCC(=O)Nc1ccccc1Cl | 3 | -2
CCN(CC)CCC(C)OC(=O)c1ccc(O)cc1O (configuration not stated) | -5 | 9
O=C(O)c1ccc(Cl)c(NC(=S)NC(=O)c2ccccc2[N+](=O)[O-])c1 | -9 | 2
Cc1nc(NC2=NCN(Cc3cccnc3)CN2)nc2ccccc12 | -27 | 0
O=S(=O)(Nc1ccon1)c1ccc(Br)s1 | -2 | 7
COc1ccc(CCN2C(=O)C3C(C2=O)C2C=CC3C23CC3)cc1OC (configuration not stated) | 2 | 2
COc1ccc(-c2nn(-c3ccccc3)cc2C(=O)Nc2cccc(C(=O)O)c2)cc1[N+](=O)[O-] | -10 | 5
Cc1ccc(S(=O)(=O)N2CCCC(C(=O)N3CCCc4ccccc43)C2)cc1 (configuration not stated) | -1 | 5
CC(C)(C)OC(=O)N[C@H]1C=C[C@@H](OC(=O)CC(=O)OCC(F)(F)F)C1 | 5 | 9
C[C@@H]1CCC[C@@]2(O[C@H](CCO)C[C@@H](O)[C@@H]2O)O1 | -3 | -3
Cc1ccc(-c2nnc(SC(C)C(=O)NCC3CCCO3)nc2-c2ccc(C)cc2)cc1 (configuration not stated) | 5 | -8
N#Cc1ccc(-c2ccco2)nc1SCc1ccccc1 | 1 | -4
CCC(=O)Nc1ccc(NC(=O)c2ccco2)c(OC)c1 | -14 | 8
COc1cc(NC(=O)CSc2nnnn2Cc2ccc3c(c2)OCO3)cc(OC)c1 | -28 | -9
CC(C)(C)n1ncc2c(=O)n(CC(=O)OCc3ccccc3)cnc21 | -17 | 11
CCOC(=O)COc1ccc(C(c2c(C)[nH][nH]c2=O)c2c(C)[nH][nH]c2=O)cc1 | -5 | 2
CN(C)CCCNC(=O)c1cccc(-c2cnc3cccnn23)c1 | -2 | 25

(more compounds)
SMILES | H9c2 TAG inh | H9c2 TAG inh DAPI viability
CN1CCN(C(=O)CCN2C(=O)c3ccccc3C2=O)CC1 | 6 | -12
S=C(NCC1CCCO1)Nc1ccccc1 (configuration not stated) | -8 | -3
COCc1ccc(C(=O)N2CCCC(C(=O)c3ccc(SC)cc3)C2)s1 (configuration not stated) | -4 | -2
Cc1nc(SCC(=O)N(CC(C)C)C2CCS(=O)(=O)C2)c2ccccc2n1 (configuration not stated) | -6 | -3
COc1ccc(CCNC(=O)CNC(=O)c2ccc(Br)o2)cc1OC | 23 | -6
COc1ccc(OC)c(C(=O)COC(=O)CN2C(=O)NC3(CCCCC3C)C2=O)c1 (configuration not stated) | -10 | 3
